Screening results from PubChem.
Siah-1 displacement: Siah-1 peptide-binding antagonists, primary screen, biochemical, fluorescence polarization, rhodamine-plectin, uHTS (AID 1817); Siah-1 / rhodamine-plectin peptide fluorescence polarization; higher % means a stronger effect; hit rate 0.02% among 290,000; E3 ubiquitin-protein ligase SIAH1 (Homo sapiens); one-dose displacement, % at 20 µM; IC50 in µM for titrated hits;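 active = displacement of at least 50% at 20 µM, with a fluorescence ratio check between 0.3 and a set limit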;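 note: plate controls were Siah plus tracer with DMSO for no effect and tracer alone without Siah for full effect; strong numbers were not always called active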
Large T inhibition: SV40 large T antigen inhibitors, biochemical (AID 1903). SV40 large T antigen ATPase/helicase inhibition assay; higher % means a stronger effect. inhibition, % at 20 µM, or IC50 in µM where a hit was titrated. hit rate 0.39% among 310,000; in the data active = a potency from the dose series; inconclusive = inhibition mostly from about 32% at the one dose, without a potency; inactive = the rest, 99 in 100 with inhibition below about 32%; note: strong numbers were not always called active
NTR1 ag: agonists of NTR1, primary screen, imaging, U2OS cells, beta-arrestin-GFP, high content (AID 493036) | Neurotensin receptor type 1 (Homo sapiens), P30989 | hit rate 0.17% among 330,000 | activation, % at 20 µM | NTR1-U2OS beta-arrestin-GFP spot imaging, agonist mode;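 active = activation at or above 40% of the spot to cytoplasm intensity ratio, with at least 20 cells analyzed; inconclusive = wells under 20 cells, flagged as cytotoxic or low count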;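 note: 0% = DMSO without peptide and 100% = 100 nM NTR1 peptide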
Target sequence (P30989 whole entry, looked up): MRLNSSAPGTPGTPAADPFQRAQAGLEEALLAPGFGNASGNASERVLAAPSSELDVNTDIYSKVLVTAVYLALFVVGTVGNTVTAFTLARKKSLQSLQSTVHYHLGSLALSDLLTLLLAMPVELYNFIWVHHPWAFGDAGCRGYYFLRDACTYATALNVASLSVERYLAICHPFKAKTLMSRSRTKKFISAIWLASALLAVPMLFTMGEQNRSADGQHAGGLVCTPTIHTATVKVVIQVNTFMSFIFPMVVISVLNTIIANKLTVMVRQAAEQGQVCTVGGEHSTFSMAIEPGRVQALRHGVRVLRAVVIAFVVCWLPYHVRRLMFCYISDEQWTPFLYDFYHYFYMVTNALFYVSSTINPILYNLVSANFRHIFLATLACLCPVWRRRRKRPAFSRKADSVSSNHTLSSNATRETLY
MgcRacGAP inhibition: MgcRacGAP GTPase-activating activity inhibitors, confirmation, biochemical, ADP Hunter fluorescence. AID 624330, 2012. Rac GTPase-activating protein 1 (Homo sapiens). hit rate 0.6% among 340,000. MgcRacGAP-stimulated Rac1 GTP hydrolysis, ADP Hunter fluorescence; higher % means a stronger effect; GST-tagged Rac1 F28L mutant substrate. one-dose inhibition, % at 30 µM; IC50 in µM for titrated hits;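 active = first-screen hits whose inhibition reached a set limit at any dose in the follow-up dose series; inconclusive = inhibition above the set first-screen limit but never retested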;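 note: fluorescence reports GDP produced by GAP-driven GTP hydrolysis; strong numbers were not always called active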
K1F lysis inhibition: inhibition of K1F phage lysis, E. coli UTI89, bacterial capsule biogenesis inhibitors, alamar blue (AID 488966) | hit rate 0.02% among 340,000 | one-dose inhibition, % at 100 µM; IC50 in µM for titrated hits | E. coli UTI89 K1F phage lysis, alamar blue, 2 h; higher % means a stronger effect;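 active = phage lysis inhibition, versus mean bacterial control, above a set limit; inconclusive = no clear call, values can overlap the other calls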;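 note: capsule biogenesis inhibitors block K1F phage lysis so surviving cells raise fluorescence; higher fluorescence means more inhibition of phage lysis; actives were called in the ten point dose series up to 300 µM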
West Nile virus CPE: West Nile virus antiviral activity, cell-based, CPE readout (AID 1621) | West Nile virus-infected cells, CPE inhibition; higher % means a stronger effect | hit rate 0.02% among 290,000 | CPE inhibition, % at 10 µM, or IC50 in µM where a hit was titrated; in the data active = a potency from the dose series; inconclusive = CPE inhibition mostly from about 3.7% at the one dose, without a potency; inactive = the rest, 99 in 100 with CPE inhibition below about 2.2%; note: strong numbers were not always called active
AID2073: inhibitors of Mint1-CaV2.2 protein interaction, biochemical, HTRF (AID 2073); Voltage-dependent N-type calcium channel subunit alpha-1B (Homo sapiens); HTRF protein-protein interaction, Mint1-CaV2.2; higher % means a stronger effect; one-dose inhibition, % at 20 µM; IC50 in µM for titrated hits; hit rate 0.19% among 290,000; in the data active = inhibition mostly above about 51%, no sharp cut-off; inconclusive = no clear call, values can overlap the other calls; inactive = mostly below about 53%; note: some results filed as inactive read as strong as hits
Dengue-2 NS5 capping: Dengue-2 NS5 methyltransferase inhibitors, primary screen, biochemical, confirmation dose response (AID 588689). Dengue-2 NS5 methyltransferase capping enzyme assay, biochemical; higher % means a stronger effect. Genome polyprotein (Dengue virus type 2 (strain 16681-PDK53)). inhibition, % at 25 µM, or IC50 in µM where a hit was titrated. hit rate 0.3% among 340,000; in the data active = a potency from the dose series; inconclusive = inhibition above about 29% without an active follow-up result
RSV antiviral HEp-2: RSV antiviral activity via CPE protection, HEp-2 cells, primary 10 µM value included (AID 2391); HEp-2 cells, RSV-induced CPE inhibition; higher % means a stronger effect; one-dose CPE inhibition, % at 10 µM; IC50 in µM for titrated hits; hit rate 0.13% among 310,000; in the data active = a potency from the dose series; inconclusive = CPE inhibition mostly from about 23% at the one dose, without a potency; inactive = the rest, 99 in 100 with CPE inhibition below about 21%; note: strong numbers were not always called active
NTR1 ag cell count 20 µM: second read-out of NTR1 ag, no call of its own (marks repeat the call); cell count; measured here: cell count, cytotoxicity flag
Dengue-2 NS5 capping pilot replicate: further read-out of Dengue-2 NS5 capping, marked with its call; inhibition, %; measured here: pilot screen replicate inhibition
The depositor's hits bear a star; ? = inconclusive; · = not tested or not shown; [ ] = dose if it differs, or a comment.

The opening 5 compounds, to show the layout:
SMILES | Siah-1 displacement | Large T inhibition | NTR1 ag | NTR1 ag cell count 20 µM | MgcRacGAP inhibition | K1F lysis inhibition | West Nile virus CPE | AID2073 | Dengue-2 NS5 capping | RSV antiviral HEp-2 | others
Cc1ccc(CNC(=O)Cn2ncn3cccc3c2=O)cc1 | 7% | 8% | -2.6 | 59 | 4% | 8.1% | 0.1% | 2% | -3% | -0.5%
NC(=O)CSc1nc2scc(-c3ccc(Cl)cc3)c2c(=O)n1Cc1ccccc1 | 5% | 22% | 1.4 | 96 | 9% | 0.1% | -1.1% | 10% | 3% | 2.2%
C=C(c1ccccc1C)[n+]1ccccc1 | 0% | 12% | 0.4 | 60 | 5% | -0.2% | -0.6% | 10% | 11% | 1.5%
CC(C)(C)c1ccc(N=C2SCC(=O)N2Cc2cccs2)cc1 | 5% | 13% | 8.3 | 54 | 6% | 1.1% | -0.3% | -3% | 2% | ?
COc1ccc(C(=O)NC(C(=O)N2CCc3ccccc32)C(C)C)cc1 (stereo not drawn) | -4% | 12% | 2.3 | 60 | 6% | 0.8% | -0.6% | 1% | 1% | 0.7%

This part in full, from the start:
SMILES | Siah-1 displacement | Large T inhibition | NTR1 ag | NTR1 ag cell count 20 µM | MgcRacGAP inhibition | K1F lysis inhibition | West Nile virus CPE | AID2073 | Dengue-2 NS5 capping | RSV antiviral HEp-2 | others
Cc1ccc(CNC(=O)Cn2ncn3cccc3c2=O)cc1 | 7% | 8% | -2.6 | 59 | 4% | 8.1% | 0.1% | 2% | -3% | -0.5%
NC(=O)CSc1nc2scc(-c3ccc(Cl)cc3)c2c(=O)n1Cc1ccccc1 | 5% | 22% | 1.4 | 96 | 9% | 0.1% | -1.1% | 10% | 3% | 2.2%
C=C(c1ccccc1C)[n+]1ccccc1 | 0% | 12% | 0.4 | 60 | 5% | -0.2% | -0.6% | 10% | 11% | 1.5%
CC(C)(C)c1ccc(N=C2SCC(=O)N2Cc2cccs2)cc1 | 5% | 13% | 8.3 | 54 | 6% | 1.1% | -0.3% | -3% | 2% | ?
COc1ccc(C(=O)NC(C(=O)N2CCc3ccccc32)C(C)C)cc1 (stereo not drawn) | -4% | 12% | 2.3 | 60 | 6% | 0.8% | -0.6% | 1% | 1% | 0.7%
O=C(/C=C/c1ccc(F)cc1)NCCCn1ccnc1 | -1% | 12% | -1.0 | 71 | 5% | 0.0% | 0.0% | 1% | -9% | 2.1%
O=C(CSc1nc2cc(Cl)ccc2s1)NCc1ccc2c(c1)OCO2 | -5% | 2% | -0.6 | 51 | 3% | 8.0% | -0.5% | 32% | -4% | 0.4%
CCCc1cnc(NCCNCC(O)COc2ccc(Cl)c(Cl)c2)nc1 (stereo not drawn) | -8% | -3% | 22 | 42 | 8% | -1.3% | 1.6% | -1% | -5% | ?
CCCCn1ccc(O)c(Cc2ccc(F)cc2)c1=O | -3% | 3% | -0.5 | 63 | 0% | 0.1% | 0.6% | 9% | -5% | 2.9%
CS(=O)(=O)c1cccc(C(=O)Nc2cccc(S(=O)(=O)N3CCCC3)c2)c1 | · | · | 0.7 | 72 | 3% | 0.5%[50 µM] | · | · | -2% | ·
CC1=NN(c2nc(-c3ccc(F)cc3)cs2)C(=O)C1 | -4% | 34% | 2.1 | 64 | 2% | 0.3% | -0.4% | -1% | 31% | 1.5%
O=C(CCCCCNC(=O)N1CCn2c1nc1ccccc12)NCc1ccc(F)cc1 | 12% | 8% | -1.1 | 58 | 11% | 0.1% | -0.5% | -1% | -5% | 2.1%
CCCN1CCN(c2ncnc3scc(C4COc5ccccc5O4)c23)CC1 (stereo not drawn) | 8% | -1% | 0.7 | 94 | 2% | -1.5% | -0.7% | -11% | -4% | -0.9%
Cc1ccc(CNC(=O)C2CC(c3ccc([N+](=O)[O-])cc3)=NO2)cc1 (stereo not drawn) | -1% | 12% | 1.5 | 68 | 8% | 1.5% | 0.4% | 6% | 2% | 1.4%
CC(=O)c1sc2c(c1OC(=O)c1ccc(Cl)cc1Cl)c(=O)n(-c1ccccc1)c(=S)n2-c1ccccc1 | 2% | 9% | 0.3 | 83 | 10% | 0.3% | 0.1% | 23% | -1% | 40%
COc1ccc(S(=O)(=O)N(CC(=O)O)c2ccccc2)cc1 | 4% | -1% | -0.8 | 49 | -6% | 0.6% | 0.0% | -4% | 0% | 0.0%
O=C1c2ccccc2C(=O)N1c1cccc2ccccc12 | 0% | 24% | -0.8 | 62 | 10% | 0.3% | 0.1% | 5% | -1% | 0.5% | Dengue-2 NS5 capping pilot replicate=1.8
Cc1ccc(C)c(NC(=O)Cn2nc(C)c3ccccc3c2=O)c1 | 0% | · | 2.4 | 78 | 6% | 0.3% | -0.1% | 8% | -1% | 2.3%
Cc1ccc(-c2csc(N3C(=N)SCC3=O)n2)cc1 | 2% | 12% | 1.1 | 39 | · | · | 0.7% | 14% | · | 7.2%
COC(=O)C1=C(C)NC2=C(C(=O)CC(C)(C)C2)C1c1cnn(C)c1C (stereo not drawn) | 4% | 2% | 1.4 | 49 | 7% | 2.7% | 0.0% | 7% | 3% | 0.1%
Cc1ccc(S(=O)(=O)NCC(=O)N2CCCCC2)cc1 | 1% | 8% | 1.6 | 100 | 0% | 0.4% | -0.2% | 2% | -1% | 0.0%
COc1ccc(CC(=O)Nc2ccc(S(=O)(=O)N3CCCCC3)cc2)cc1OC | -4% | 1% | 0.9 | 51 | 5% | 0.1% | -1.1% | -13% | -9% | 11%
O=C(O)CNC(=O)CC12CC3CC(CC(C3)C1)C2 | 4% | 1% | 0.8 | 50 | 10% | 0.8% | -0.1% | 0% | -3% | 0.5%
Cc1cccc(C)c1OCC(=O)NCc1nnc(SCC(=O)NC2CCCCC2)n1C | 1% | 7% | 5.7 | 78 | 1% | 0.0% | -0.5% | 3% | 5% | 1.3%
CCc1ccc(C(=O)CN(C#N)c2nc(C)cc(C)n2)cc1 | 1% | 12% | 22 | 47 | 4% | 0.1% | 0.6% | 9% | -11% | ?

(listing goes on)
SMILES | Siah-1 displacement | Large T inhibition | NTR1 ag | NTR1 ag cell count 20 µM | MgcRacGAP inhibition | K1F lysis inhibition | West Nile virus CPE | AID2073 | Dengue-2 NS5 capping | RSV antiviral HEp-2 | others
CC1CC(C)CN(C(=O)COC(=O)c2ccc([N+](=O)[O-])o2)C1 (stereo not drawn) | · | · | 1.9 | 45 | 8% | 0.2%[50 µM] | · | · | -3% | 0.4%
COc1ccc(S(=O)(=O)N2CCCC2CNC(=O)C(=O)Nc2ccc(C)cc2)cc1 (stereo not drawn) | · | 25% | 1.3 | 55 | 10% | -0.2%[50 µM] | · | · | -4% | 13%
Cc1ccc(S(=O)(=O)n2nccc2-c2c(-c3ccc(Cl)cc3)noc2C)cc1 | 5% | 7% | 2.9 | 57 | · | · | -0.8% | 3% | · | 10%
O=C(Nc1ccccc1)c1ccccc1CSc1ccccc1 | · | 17% | -0.1 | 84 | 6% | -1.4% | · | · | -4% | 2.5%
O=c1c2ccccc2[nH]c(=S)n1Cc1cccs1 | 14% | 3% | 1.0 | 82 | 8% | 0.2% | -0.6% | -17% | -14% | 1.6%
O=C(O)c1ccc2c(=O)n3c(nc2c1)/C(=C/c1cccc(O)c1)CC3 | 3% | 31% | -0.9 | 90 | 10% | 0.0% | -0.6% | 39% | -1% | 0.6%
CCCS(=O)(=O)N1CCN(C(=O)c2cccs2)CC1 | 16% | 1% | -1.2 | 52 | 3% | 5.5% | 0.2% | -1% | 0% | -0.9%
C(=C\c1ccccc1)/C=N/N1CCN(Cc2ccccc2)CC1 | 7% | 22% | 2.1 | 54 | -6% | -0.9% | -0.7% | -7% | -3% | 1.9%
CCN(C(=O)CSc1ncn[nH]1)C1CCCCC1 | -2% | 14% | 1.1 | 58 | 4% | 4.5% | · | -2% | 1% | 1.4%
COC(=O)[C@@]1(Cc2ccc(F)cc2)[C@H]2c3cc(C(=O)N4CCCC4)n(CCO)c3C[C@H]2CN1C(=O)c1ccccc1 | 4% | 8% | 4.2 | 50 | · | · | -0.8% | -6% | · | -0.8%
OC[C@@H]1[C@@H](c2ccc(Cl)cc2)C(c2ccc(F)cc2)=NN1c1ccccc1 | · | · | 15 | 72 | 12% | -0.1% | · | · | -2% | · | Dengue-2 NS5 capping pilot replicate=-1.8
O=C(NNC(=O)c1cccs1)c1ccncc1 | 2% | 2% | 0.7 | 42 | 3% | -0.8% | 0.2% | 2% | 6% | 3.2%
Cc1cc(C(=O)NN=Cc2ccc(-c3ccc(F)cc3)o2)c(C)o1 | · | · | 1.4 | 61 | 3% | 0.4%[50 µM] | · | · | -4% | ·
CCc1nc(OCc2ccco2)c2sc3nc4c(cc3c2n1)COC(C)(C)C4 | -2% | 21% | 7.5 | 55 | 16% | 0.0% | 1.6% | 20% | -3% | 19%
CN(/N=C/c1cc([N+](=O)[O-])ccc1O)c1ccccc1 | 4% | 2% | 5.6 | 60 | 1% | 1.3% | -0.3% | 0% | 2% | -0.7%
Cc1cc(C)n(C(=O)c2ccc(C)c(F)c2F)n1 | 2% | 12% | -1.8 | 47 | 6% | 4.7% | 0.1% | 3% | 0% | 1.8%
O=C(NC1CCCCCCC1)C1CCN(c2nc3ccccc3o2)CC1 | -1% | 1% | 2.0 | 66 | 2% | 0.8% | -0.1% | 1% | 1% | 0.6%
CCOC(=O)C1=C(COC(=O)/C=C/c2cccc(Cl)c2)NC(=O)NC1C (stereo not drawn) | · | 7% | 4.5 | 53 | -1% | 0.1%[50 µM] | · | · | -3% | -1.1%
COc1cccc2sc(NNC(=O)COc3ccccc3)nc12 | 6% | 8% | 2.3 | 35 | 7% | 0.1% | 0.2% | -10% | -5% | -0.5%
CCOC(=O)C1CCN(C(=O)c2ccc(N3CCCC3=O)cc2)CC1 | · | · | -1.3 | 54 | 2% | 0.5%[50 µM] | · | · | 0% | 1.4%
COc1ccc(NC(=O)NCCCN2CCCC2=O)cc1 | 4% | 2% | -3.5 | 68 | 3% | -1.8% | 0.8% | -2% | -8% | 1.1%
CN(C)CCCn1c2c(c(SCC(=O)Nc3nccs3)nc1=O)CCC2 | · | 0% | -0.5 | 52 | 11% | 1.2%[50 µM] | · | · | -9% | 0.3%
CC(C)[C@H](NC(=O)c1ccccc1)C(=O)OCC(=O)N1CCN(C(=O)c2ccco2)CC1 | 3% | 4% | 3.7 | 64 | 1% | -0.6% | 0.1% | -2% | -5% | 2.2%
